# Mcl-1 Bim block: inhibitors of Bim peptide binding to Mcl-1, primary screen, biochemical, bead-based flow cytometry, multiplex | inhibition, % at 10 µM | Bim peptide-Mcl-1 binding | 0.1% of 190,000 active | AID 1009, 2008;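 further: 0% = no compound tracer wells and 100% = peptide blocker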
# Target sequence (Q07820 whole entry, looked up): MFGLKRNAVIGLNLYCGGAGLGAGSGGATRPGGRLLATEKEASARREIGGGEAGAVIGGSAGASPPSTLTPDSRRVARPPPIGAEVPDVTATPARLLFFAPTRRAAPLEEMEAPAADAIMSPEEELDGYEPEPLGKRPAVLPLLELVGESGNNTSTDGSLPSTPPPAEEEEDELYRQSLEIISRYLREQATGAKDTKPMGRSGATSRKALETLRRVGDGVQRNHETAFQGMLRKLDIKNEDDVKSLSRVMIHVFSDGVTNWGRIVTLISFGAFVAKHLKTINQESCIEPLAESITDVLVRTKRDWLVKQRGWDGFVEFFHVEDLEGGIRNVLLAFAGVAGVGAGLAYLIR
# RGS7-Gao reg: RGS7-Galphao binding modulators, primary screen, biochemical, multiplexed bead flow cytometry | 0.35% of 220,000 active | actives lie on both sides | Guanine nucleotide-binding protein G(o) subunit alpha (Homo sapiens), P09471 | binding response (% of control), % at 10 µM; in the data active means binding response below about 49% or above about 150%; inconclusive means no clear call, values can overlap the other calls; inactive means in between;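 further: fluorescent Galphao held in activated GDP-AlF4 state binding bead-coupled RGS7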
# Bim-Bcl-2: inhibitors of Bim-Bcl-2 binding, primary screen, biochemical, multiplexed, human Bcl-2 family; Apoptosis regulator Bcl-2 (Homo sapiens), P10415; Bead-based flow cytometry, Bim peptide-Bcl-2 binding; inhibition, % at 10 µM; 0.06% of 190,000 active; AID 950, 2007; in the data active means inhibition above about 40%; inconclusive means no clear call, values can overlap the other calls;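 further: 0% = no compound wells with probe peptide and 100% = reference peptide inhibitor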
# RGS4-Gao reg: modulators of RGS4 binding to Galphao, primary screen, biochemical, multiplexed bead flow cytometry. actives lie on both sides. binding response (% of control), % at 10 µM. 0.33% of 220,000 active; in the data active means binding response below about 49% or above about 150%; inactive means in between;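 further: fluorescent Galphao activated with aluminum fluoride binding bead-coupled RGS4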
# Mcl1 Bid PPI: Mcl-1/Bid binding inhibitors, primary screen, biochemical, TR-FRET, 1536-well | 0.97% of 220,000 active | Induced myeloid leukemia cell differentiation protein Mcl-1 (Homo sapiens), Q07820 | TR-FRET Mcl-1/Bid-Dy647 peptide binding | inhibition, % at 21.7 µM;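 active means compounds that cut the binding signal by more than half at the single screening dose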;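 further: His-tagged Mcl-1 with europium anti-His antibody binding Bid BH3 peptide; 0% = Mcl-1 plus peptide wells and 100% = peptide-only wells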
# RGS8-Gao reg: RGS8-Galphao binding modulators, primary screen, biochemical, multiplexed bead flow cytometry | Guanine nucleotide-binding protein G(o) subunit alpha (Homo sapiens), P09471 | actives lie on both sides | response (percent of control binding), % at 10 µM | 0.34% of 220,000 active; in the data active means response below about 60% or above about 140%; inactive means in between;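 further: Galphao activated as the GDP aluminium fluoride complex binding bead-coupled RGS8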
# Mcl1 Noxa PPI: Mcl-1/Noxa binding inhibitors, primary screen, biochemical, TR-FRET, 1536-well; inhibition, % at 21.7 µM; 1.5% of 220,000 active; TR-FRET Mcl-1/Noxa peptide binding, 2 h; Induced myeloid leukemia cell differentiation protein Mcl-1 (Homo sapiens), Q07820;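 active means compounds that cut the protein-peptide binding signal by more than 50% relative to plate controls in a single-dose test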;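 further: His-tagged Mcl-1 with rhodamine Noxa BH3 peptide and terbium anti-His antibody; 0% = Mcl-1 plus Noxa peptide wells and 100% = peptide-only wells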
# Bim-Bcl-XL: inhibitors of Bim-Bcl-XL binding, primary screen, biochemical, multiplexed, bead flow cytometry, human Bcl-XL; inhibition, % at 10 µM; Bcl-2-like protein 1 (Homo sapiens), Q07817; Bim peptide-Bcl-XL binding, fluorescence; 0.04% of 190,000 active; AID 1007, 2008
# Target sequence (Q07817 whole entry, looked up): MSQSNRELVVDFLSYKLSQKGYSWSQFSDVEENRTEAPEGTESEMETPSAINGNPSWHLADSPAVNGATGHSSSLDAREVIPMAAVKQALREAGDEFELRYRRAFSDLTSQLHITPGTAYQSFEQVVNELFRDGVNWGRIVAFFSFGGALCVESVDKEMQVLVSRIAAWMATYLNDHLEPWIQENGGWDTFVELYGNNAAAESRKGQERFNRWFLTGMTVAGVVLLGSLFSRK
# Bcl-W Bim block: inhibitors of Bim binding to Bcl-W, primary screen, biochemical, multiplexed, bead-based flow cytometry; 0.02% of 190,000 active; inhibition, % at 10 µM; Bim peptide-Bcl-W binding; AID 952, 2007;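 further: 0% = bound tracer without compound and 100% = peptide blocker; higher means less fluorescent Bim peptide bound to Bcl-W beads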
# Target sequence (Q92843 whole entry, looked up): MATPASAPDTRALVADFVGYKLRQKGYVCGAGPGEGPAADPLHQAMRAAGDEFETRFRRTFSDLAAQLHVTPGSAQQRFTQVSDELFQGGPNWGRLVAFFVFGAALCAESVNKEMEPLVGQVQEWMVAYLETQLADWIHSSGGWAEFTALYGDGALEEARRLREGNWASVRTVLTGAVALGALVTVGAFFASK
# Bcl-B Bim block: inhibitors of Bim-Bcl-B binding, primary screen, biochemical, multiplexed, human Bcl-2 family. Bcl-2-like protein 10 (Homo sapiens), Q9HD36. bead-based flow cytometry, Bim peptide-Bcl-B binding. inhibition, % at 10 µM. 0.073% of 190,000 active. AID 951, 2007;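 further: 0% = tracer peptide without compound and 100% = reference inhibitor peptide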
# Target sequence (Q9HD36 whole entry, looked up): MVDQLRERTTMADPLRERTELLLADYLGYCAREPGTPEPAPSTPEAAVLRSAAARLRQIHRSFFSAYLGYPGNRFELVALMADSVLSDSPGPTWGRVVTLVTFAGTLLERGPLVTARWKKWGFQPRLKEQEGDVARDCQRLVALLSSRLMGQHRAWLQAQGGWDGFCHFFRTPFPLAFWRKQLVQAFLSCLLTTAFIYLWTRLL
# Bim-Bfl-1: inhibitors of Bim binding to Bfl-1, primary screen, biochemical, multiplexed, bead-based flow cytometry; 0.12% of 190,000 active; AID 1008, 2008; inhibition, % at 10 µM; Bim-Bfl-1 binding inhibition; Bcl-2-related protein A1 (Homo sapiens), Q16548;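 further: 0% = wells without compound plus tracer and 100% = blocker peptide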
# The depositor's hits bear a star; ? = inconclusive; . = not tested or not shown. Unless noted, no stated cut-off is given here; in the data, active means inhibition above about 40%.
entry	structure	Mcl-1 Bim block	RGS7-Gao reg	Bim-Bcl-2	RGS4-Gao reg	Mcl1 Bid PPI	RGS8-Gao reg	Mcl1 Noxa PPI	Bim-Bcl-XL	Bcl-W Bim block	Bcl-B Bim block	Bim-Bfl-1
1	CNc1c(N)n(Cc2ccccc2)c(=O)[nH]c1=O	0	102	-3	103	-84	101	-22	-5	0	-4	-12
2	Nc1cc(N)nc(SCC(=O)NNC(=O)Cc2ccccc2)n1	-2	?	0	106	-35	105	4	0	-1	-2	-2
3	O=C(O)c1ccc(COc2ccccc2/C=C2/NC(=O)N(c3cccc(Cl)c3)C2=O)cc1	-4	84	5	88	-13	93	23	0	0	3	8
4	O=S(=O)(NCCc1ccccc1F)c1cccc(S(=O)(=O)N2CCOCC2)c1	0	93	-8	97	-27	100	.	9	-1	-9	-7
5	S=C(Nc1ccccc1Cl)N(CCCN1CCOCC1)Cc1ccccn1	0	103	0	101	-13	99	10	-1	-1	-3	-4
6	COc1cccc(CC(=O)Nc2nc(-c3cc(OC)ccc3OC)cs2)c1	1	?	-5	103	-5	104	5	-2	3	0	-3
7	O=S(=O)(c1cccs1)N1CCN(c2ccccn2)CC1	3	98	0	101	5	103	7	1	3	0	-6
8	CCOC(=O)c1cnc(-c2ccccc2)nc1N	-1	97	-5	99	5	100	-7	-5	-1	-9	-11
9	CCOC(=O)N1CCN(C(=O)CN(C)S(=O)(=O)c2ccc(OC)c(OC)c2)CC1	0	104	-4	104	-13	100	-23	-3	0	-4	-13
10	Cc1ccc(C(=O)C(OC(=O)CCC(=O)Nc2cccc(C)c2)c2ccccc2)cc1 (centres undefined)	-5	98	1	96	6	99	-7	0	-1	0	0
11	O=C(CNC(=O)/C=C/c1ccccc1)N=Nc1c(O)n(Cc2ccccc2)c2ccccc12	-1	97	-5	98	-39	99	-22	-5	-2	-7	-7
12	CCSc1cc(N2CCCC2)nc(-c2ccc(F)cc2)n1	-4	108	-1	106	-7	103	6	-3	-3	-3	-2
13	Cc1ccc(C(C(=O)NC2CCCCC2)N2CCCC2)cc1 (centres undefined)	-1	102	0	105	-35	100	-17	-2	0	-2	3
14	COCCNC(=O)C(=O)c1cc(C)n(-c2ccc([N+](=O)[O-])cc2)c1C	-5	101	-1	99	-29	98	-12	0	-2	-5	1
15	CN(Cc1ccccc1)C(=O)COc1cc(=O)n(C)c2ccccc12	3	80	0	81	-18	79	11	-1	3	4	2
16	COc1ccc(-c2cc(C(F)(F)F)n3ncc(C(=O)O)c3n2)cc1OC	0	101	0	99	-9	101	12	-2	-1	-1	0
17	COc1c(C)cc(S(=O)(=O)NC2CC(C)(C)NC(C)(C)C2)c(C)c1C	-3	101	1	100	-8	109	-19	-2	-2	-3	0
18	COCc1cc(C)n(CC(=O)N2CCCC2)c(=O)c1C#N	1	96	0	99	-13	99	0	-3	0	-4	-4
19	COc1ccc(Cl)cc1C(=O)Nc1ccc(S(=O)(=O)N2CCCC2)cc1	-1	101	-3	97	-3	100	2	-1	1	-7	-7
20	O=C(CCC1CCCC1)N1CCN(C(=O)C2CC2)CC1	-4	99	-5	98	-8	98	14	-7	-6	-6	-11
21	Cc1ccc(S(=O)(=O)N2CCN(C(=S)NCc3ccc4c(c3)OCO4)CC2)cc1	-5	99	-6	102	-42	100	6	-1	-3	-6	-1
22	CCN(Cc1ccccc1)C(=S)Nc1cc(C(=O)OC)ccc1C(=O)OC	-4	103	0	102	-6	102	16	-5	-4	-6	0
23	O=S(=O)(Nc1ccc2cn[nH]c2c1)c1ccccc1	1	?	-2	100	4	101	13	1	-1	-2	-3
24	O=C1CC(N2CCN(Cc3ccc4c(c3)OCO4)CC2)C(=O)N1c1cccc2ccccc12 (centres undefined)	-3	101	-4	99	-29	101	8	-4	-3	-6	-9
25	COc1ccc(-n2cnc3cc([N+](=O)[O-])ccc32)cc1	-1	97	-3	102	17	95	-5	0	-1	1	6
26	O=C1NCCCC1C(=O)N/N=C/c1cc([N+](=O)[O-])ccc1O (centres undefined)	.	?	.	92	-70	93	-80	.	.	.	.
27	COc1cc(OC)cc(C(=O)N/N=C/c2ccc(OC)c(COc3ccc4ccccc4c3)c2)c1	-1	107	0	98	-25	102	-2	-2	4	0	-4
28	NC(=O)c1nsc(C(=O)N(CC(=O)NC2CCCC2)c2cnc3ccccc3c2)c1N	.	?	.	97	-28	97	-10	.	.	.	.
29	CCC(C)NC(=O)C(=O)NCC1CCCN1CC (centres undefined)	-1	103	-2	100	4	104	4	0	1	0	-5
30	C=CCSc1nnc2nc3[nH]c4c(C)cccc4c3nn12	-4	99	-6	97	1	101	26	-6	-2	-9	-16
31	CCS(=O)(=O)n1nc(-c2ccco2)nc1N	-4	100	-4	99	-7	101	-16	-2	-2	-1	-4
32	COc1cc(OC)c2ccc(=O)oc2c1C(CCN1CCCCC1)c1ccc(N(C)C)cc1 (centres undefined)	.	?	.	101	-86	97	-3	.	.	.	.
33	CCSc1nnc(NC(=O)C(C)(C(F)(F)F)C(F)(F)F)s1	2	109	3	112	10	119	6	2	-2	-2	0
34	CN1CCN(c2nc3ccccn3c(=O)c2/C=C(\C#N)S(=O)(=O)c2ccc(Cl)cc2)CC1	.	?	.	101	-8	101	-4	.	.	.	.
35	CCCCCc1nc2sc3c(c2c(=O)n1NC(=O)c1ccc([N+](=O)[O-])cc1)CC(C)(C)OC3	-3	96	-3	93	4	95	18	-12	-4	-7	-3
36	COc1ccc(C(=O)N2CCC(C(=O)Nc3cccc(C)c3)CC2)cc1OC	-2	94	0	91	5	95	19	-2	-2	0	0
37	Cc1ccc(S(=O)(=O)Nc2cccc(C(=O)Nc3cc(C)ccn3)c2)cc1	0	90	-6	94	5	93	-5	-10	0	-5	-7
38	COc1cc(/C=C(/C#N)c2nc3ccccc3[nH]2)ccc1OCC(=O)Nc1ccccc1C	-3	94	-2	105	67*	101	-12	-6	-1	0	-1
39	Cc1cn(S(=O)(=O)c2ccc(Cl)cc2)c(C)n1	0	103	0	102	-3	98	-5	-4	0	-5	-6
40	CCn1c(=O)c2ccccc2n2c(SCC(=O)N3CCCc4ccccc43)nnc12	2	100	-4	104	-19	105	-11	-1	0	0	-6

# Next section (two carried over from the part before).
entry	structure	Mcl-1 Bim block	RGS7-Gao reg	Bim-Bcl-2	RGS4-Gao reg	Mcl1 Bid PPI	RGS8-Gao reg	Mcl1 Noxa PPI	Bim-Bcl-XL	Bcl-W Bim block	Bcl-B Bim block	Bim-Bfl-1
39	Cc1cn(S(=O)(=O)c2ccc(Cl)cc2)c(C)n1	0	103	0	102	-3	98	-5	-4	0	-5	-6
40	CCn1c(=O)c2ccccc2n2c(SCC(=O)N3CCCc4ccccc43)nnc12	2	100	-4	104	-19	105	-11	-1	0	0	-6
41	CCOC(=O)NCc1ccc(Cl)c(Cl)c1	0	100	-4	100	-6	102	-14	-1	0	-1	-1
42	CN(CC(=O)N1CCCCCC1)S(=O)(=O)c1ccc(Br)s1	-11	97	-1	99	-18	101	-11	-5	-4	-2	-2
43	CCCCOc1ccc(C(=O)N/C(=C/c2cccc([N+](=O)[O-])c2)C(=O)O)cc1	2	?	0	101	-20	99	14	0	2	0	-6
44	Cc1cc(NC(=O)CCC(=O)N(CC(=O)NC2CCCC2)Cc2ccco2)no1	-1	94	1	94	-28	85	3	-5	-3	-2	-1
45	CCN1CCc2c(OCC(=O)Nc3cccc(C)c3)cccc2C1=O	-20	100	-4	100	-2	103	10	-16	-9	0	-4
46	COc1cc(NC(=S)NCc2cccs2)cc(OC)c1	-7	102	-3	103	-59	103	6	-7	-6	-14	0
47	Cc1cc(C)c(C2C3=C(Nc4c2c(C)nn4-c2ccccn2)c2ccccc2C3=O)c(C)c1 (centres undefined)	-22	101	-2	101	-27	103	13	-15	-11	-23	7
48	CN(CCc1ccccn1)C(=O)CCC1CCCN(C(=O)c2cscn2)C1 (centres undefined)	-3	102	-5	105	-7	103	12	-1	-3	-10	-6
49	COc1ccc(-c2cn3c(C)c(C(=O)NCCN4CCOCC4)sc3n2)cc1	1	98	0	102	-19	96	-10	1	-1	-6	2
50	CCc1nnc(SCC(=O)N2CCCc3ccccc32)nc1CC	-3	87	-8	89	-1	88	16	-3	-3	-11	-14
51	CCCc1[nH][nH]c(=O)c1C(c1ccc(Cl)cc1)C(C#N)C#N (centres undefined)	-6	97	16	100	-19	97	-5	-6	-3	-6	1
52	CCOC(=O)c1ccc(Oc2nc(N(C)C)nc(N3CCOCC3)n2)cc1	-3	87	-3	92	-4	103	4	-2	-3	-3	-6
53	Cc1ccccc1NC(=O)COc1ccc2oc(=O)cc(C)c2c1	0	95	0	101	-10	102	-13	-2	-2	0	-4
54	O=C1C(Cl)=C(NCCCO)C(=O)c2ccccc21	3	99	-2	97	-31	101	6	-3	1	-4	-12
55	COc1ccc2c(c1)CC/C2=N\NC(=O)c1ccccc1	-2	100	-4	108	2	103	-4	-9	-5	-3	-2
56	CCCOc1ccc(CNCCCOCC)cc1OC	0	91	0	95	19	95	28	0	-1	-4	-6
57	Cc1ccc(NC(=O)Nc2cccc([N+](=O)[O-])c2)nc1	-2	104	-3	101	1	102	0	0	-1	-4	-5
58	COc1ccccc1-c1cc(C(=O)NCc2cccs2)no1	-2	100	0	100	-9	97	3	-1	0	0	-3
59	O=C(CSc1nnc(-c2ccc(Cl)cc2)n1-c1ccc(Cl)cc1)N/N=C/c1ccccc1C(=O)O	.	?	.	99	-3	102	11	.	.	.	.
60	O=C(Nc1nnc(-c2ccccc2)o1)NC1CCCCC1	0	98	-1	99	-20	100	0	0	0	1	0
61	Cc1ccccc1OCc1n[nH]c(=S)n1Cc1ccccc1	7	101	5	102	-37	97	23	-4	0	6	8
62	CCCn1cnc2sc(C(N)=O)c(C)c2c1=O	-2	105	-3	109	-49	103	-15	1	1	-1	-1
63	O=C(C1CSC2(c3ccc(F)cc3)CCC(=O)N12)N1CCCCCC1 (centres undefined)	-2	103	-10	104	-7	102	10	-6	-1	-6	-9
64	CCOC(=O)C1CCN(c2c(NCCCN(C)C3CCCCC3)c(=O)c2=O)CC1	-3	101	-7	104	5	100	17	-8	-8	-9	-7
65	CC1CCCN(S(=O)(=O)c2coc(C(N)=O)c2)C1 (centres undefined)	-5	98	-7	101	-9	100	14	-11	-7	-7	-6
66	CCN(CCCNC(=O)C1CCN(S(=O)(=O)CC)CC1)c1ccccc1	2	97	-8	103	-6	104	3	-8	3	-7	-9
67	Cc1cc(C)cc(NC(=O)CSc2ccccc2)c1	1	106	-1	101	-10	105	-9	0	0	-2	-2

# Source: PubChem BioAssay (several laboratories)
